C8 TRAIL sens: viability loss with TRAIL in NB7+C8 cells, primary screen, TRAIL sensitizer project, cell-based, ATPlite luminescence; inhibition (viability loss, TRAIL sensitization), % at 10 µM; 360,000 tested, 1% active; AID 624354, 2012;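 active = compounds causing at least 50% loss of cell viability in the single-dose screen, relative to plate controls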
TROY NFkB inh: inhibitors of TROY-driven NF-kB signaling, primary screen, Q293 LMP1-TROYcd cells, NF-kB luciferase, uHTS | Q293 LMP1-TROYcd NF-kB luciferase reporter, 4 h | inhibition, % at 10 µM | 360,000 tested, 0.98% active;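 active = compounds whose plate-normalised and pattern-corrected inhibition of the luciferase reporter signal at the single screening dose is 50% or more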
NCOA3 inh: SRC3 coactivator transcriptional activity inhibitors, primary screen, cell-based, luminescence | HEK293 GAL4-SRC3 luciferase reporter | inhibition, % at 3.6 µM | AID 588352, 2011 | Nuclear receptor coactivator 3 (Homo sapiens), Q9Y6Q9 | 360,000 tested, 0.17% active;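 active = inhibition above a per-campaign cutoff, the mean of all compounds plus 3 SD, cut at about 60% in these data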;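 also: 0% = DMSO-treated cells and 100% = gossypol-treated cells at 36 µM; higher means less SRC3-driven luciferase light from the GAL4 reporter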
COUP-TFII inh: NR2F2 transcriptional activity inhibitors, primary screen, cell-based, luciferase reporter, HEK293T, luminescence; COUP transcription factor 2 (Homo sapiens), P24468; HEK293T NGFI-A luciferase reporter; inhibition, % at 8.6 µM; 370,000 tested, 0.7% active;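 active = inhibition above a per-plate cutoff, mean inhibition of test wells between control levels plus 3 SD, cut at about 38% in these data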;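 also: cells cotransfected with COUP-TFII expression vector driving the NGFI-A reporter; 0% = median of COUP-TF2 test wells and 100% = reporter-only cells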
NR5A2 inv ag: LRH-1 (NR5A2) inverse agonists, primary screen, cell-based, luminescence, HEK293T, StAR-luciferase reporter; Nuclear receptor subfamily 5 group A member 2 (Homo sapiens), O00482; LRH-1 transfected, 24 h; inhibition, % at 3.6 µM; 360,000 tested, 0.13% active;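 active = inhibition above the mean inhibition of all tested compounds plus 3 SD, cut at about 73% in these data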;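 also: 0% = DMSO wells and 100% = reporter-only cells lacking LRH-1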
TWEAK Fn14 block: inhibitors of TWEAK-Fn14 signaling, primary screen, luciferase reporter cells, uHTS; inhibition, % at 10 µM; TWEAK-stimulated Fn14 reporter cells, luciferase luminescence, 8 h; 360,000 tested, 2% active; AID 1159606, 2016; in the data active = inhibition above about 50%
CF NFkB block: inhibitors of PAF-induced NF-kB signaling, primary screen, cell-based, GFP fluorescence, uHTS; KKLEB NF-kB-GFP reporter, GFP fluorescence overnight; 360,000 tested, 0.86% active; inhibition, % at 5 µM; AID 588850, 2011;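 active = at least 50% inhibition at 5 µM, scaled per plate between neutral and stimulator controls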;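 also: PAF is a Pseudomonas aeruginosa culture filtrate used as stimulus; plate controls were PAF-stimulated DMSO wells for no effect and unstimulated DMSO wells for full effect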
Shn3 3UTR inh: reduction of Shn3 3'UTR firefly luciferase signal, primary screen, Schnurri-3 inhibitor project, cell-based, Clone20 osteoblasts, set 2 | Clone20 osteoblast Shn3 3'UTR firefly luciferase, 24 h | inhibition, % at 12.5 µM | 360,000 tested, 0.52% active | AID 588674, 2011;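 active = mean inhibition of at least 75% with every replicate also reaching 75%; inconclusive = mean inhibition at least 75% but some replicate below; inactive = mean inhibition below 75%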;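 also: 0% = median of neutral control wells and 100% = pilot-screen positive control compound; some compounds past the cut are filed as inactive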
SRC1 inh: SRC1 coactivator transcriptional activity inhibitors, primary screen, cell-based, luminescence; Nuclear receptor coactivator 1 (Homo sapiens), Q15788; HEK293 GAL4-SRC1 luciferase reporter; inhibition, % at 3.6 µM; 360,000 tested, 0.12% active;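 active = inhibition above the campaign mean plus 3 SD, with each screening campaign given its own cutoff, cut at about 60% in these data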;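 also: 0% = DMSO treated cells and 100% = gossypol at 36 µM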
LMP1 NFkB inh: EBV LMP1-driven NF-kappaB luciferase reporter inhibitors, primary screen, cell-based, luminescence, single point; LMP1-induced NF-kappaB luciferase reporter cells; inhibition, % at 12.5 µM; 350,000 tested, 0.69% active; AID 504558, 2011; in the data active = inhibition above about 41%; inconclusive = no clear call, values can overlap the other calls;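 also: 0% = neutral control wells and 100% = reference inhibitor control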
KKLEB tox: cytotoxicity in KKLEB CF airway cells, primary screen, cytotoxicity control for CF NF-kB inhibitor project, cell-based, uHTS, fluorescence assay plates; KKLEB CF airway cells viability, ATPlite luminescence, overnight; stronger effect = lower value; cells stimulated with P. aeruginosa culture filtrate; activity change (cytotoxicity), % at 5 µM; 360,000 tested, 0.36% active;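 active = corrected activity change at or below -50% at 5 µM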
Numbers without * were called inactive; ? = inconclusive; . = not tested or not shown.

entry	SMILES	COUP-TFII inh	CF NFkB block	NR5A2 inv ag	TWEAK Fn14 block	KKLEB tox	LMP1 NFkB inh	SRC1 inh	TROY NFkB inh	C8 TRAIL sens	NCOA3 inh	Shn3 3UTR inh
1	COc1ccc(NS(=O)(=O)c2ccc(N3CCOCC3)c(NC(=O)c3ccc(OC)cc3)c2)cc1	8	0	6	3	9	12	21	-6	6	2	22
2	O=c1cc(CSc2nnc(Nc3ccccc3)s2)nc2sccn12	12	1	-23	-2	8	4	-20	4	-8	-26	5
3	O=c1[nH]c(-c2ccccc2)ncc1OCc1ccccc1	-17	-2	-25	-16	-2	8	-35	-24	12	-9	-11
4	CC(CN1CCCC1)OC(=O)C(c1ccccc1)c1ccccc1 (stereo not drawn)	-7	7	-1	-6	-6	10	-19	0	6	-7	1
5	CC(NC(=O)NC(=O)c1cccc([N+](=O)[O-])c1)C1CC1 (stereo not drawn)	-20	-32	-11	-26	4	-8	3	5	-12	-3	2
6	Cc1cc(C)n2nc(C(=O)N3CCN(Cc4ccc5c(c4)OCO5)CC3)nc2n1	9	-10	-1	14	-10	-1	19	-15	-12	4	-5
7	O=C(/C=C1\NC2(CCCC2)Cc2ccccc21)C(=O)N/N=C/c1ccccc1O	4	51*	6	-40	-36	44*	17	-29	48	32	91*
8	CCOC(=O)N1CCC(NC(=O)c2cc(COc3ccc(F)cc3Cl)on2)CC1	-22	12	-6	-9	-10	1	-9	6	9	-2	13
9	CCOc1ccccc1OCCCC(=O)NNC(=O)c1ccc(F)cc1	-6	-16	-10	-21	-8	1	2	5	-13	-3	7
10	Cc1cc([N+](=O)[O-])nn1CC(=O)N1c2ccccc2CC1C (stereo not drawn)	3	3	9	5	5	-2	3	8	-4	-8	-7
11	O=C(NCCN1CCN(Cc2ccccc2)CC1)c1ccc(CS(=O)(=O)c2c(Cl)cccc2Cl)o1	-6	-1	21	9	5	1	-13	5	3	-16	-8
12	Cc1ccc(NC(=S)NNC(=O)CSc2nnc(-c3ccc(Cl)cc3)n2C2CCCCC2)cc1	10	-16	-14	2	22	-1	15	0	7	-1	13
13	COc1ccccc1-n1cnnc1SC(C)C(=O)Nc1cccc([N+](=O)[O-])c1 (stereo not drawn)	8	10	2	3	-1	7	0	-4	5	-1	-24
14	CCOc1ccc(-c2cc(C(=O)Nc3ccc4c(c3)OCCO4)c3ccccc3n2)cc1	-16	10	-7	25	-10	-12	-30	-27	25	-23	3
15	C=CC[C@@H](Cc1ccc(F)cc1)C(=O)OC[C@H]1CCCN1C(=O)[C@@H](CC=C)CC(=O)N(CCO)Cc1ccccc1	15	0	3	24	2	3	-12	15	-5	1	16
16	Cc1cc(NS(=O)(=O)c2ccc(C3CCCCC3)cc2)no1	-8	-3	-9	-2	-1	3	-24	4	0	12	-4
17	Cc1ccccc1C1=Nn2c(nnc2-c2ccco2)SC1	3	-15	14	11	6	0	-14	-4	9	0	8
18	CCn1c(O)c(/C=C2\C=NN=C2c2ccccc2)sc1=S	-3	15	-2	33	21	-6	-3	40	30	16	-5
19	COc1ccc(S(=O)(=O)N2CCOc3ccccc32)cc1	11	15	10	6	-9	2	18	0	15	11	-4
20	COc1cc(/C=N/NC(=O)c2ccncc2)ccc1OCC(=O)Nc1ccccc1	-10	11	-32	-34	-8	-14	-23	-54	-12	-18	-48
21	COc1ccc(CCNC(=O)CNS(=O)(=O)c2cccs2)cc1OC	2	4	-32	-5	3	15	-6	-25	7	-24	-34
22	CC(C)(C)OC(=O)N1CCC(CC2CC(c3ccccc3)=NO2)(C(=O)NCc2ccccc2)CC1 (stereo not drawn)	16	-21	11	-2	-2	16	15	7	17	5	6
23	Nc1nc(N)nc(-c2ccc(Cl)cc2)n1	0	-5	-32	4	-2	-1	-46	-84	8	-23	-13
24	CCOC(=O)N1CCN(C(=O)CCNS(=O)(=O)c2ccc(C)c(C)c2)CC1	-11	-12	4	0	-5	-2	-3	-14	-6	-10	11
25	O=C(Nc1nc(-c2ccccc2)c(C(=O)c2ccccc2)s1)c1ccc(S(=O)(=O)N2CCCCC2)cc1	-4	36	-7	52*	0	-3	9	15	28	7	-5
26	CC1(C)CC(NC(=O)COc2cc3oc(=O)c4c(c3cc2Cl)CCC4)CC(C)(C)N1	-16	-54	10	-33	18	-14	-13	-12	13	-26	-2
27	O=[N+]([O-])c1ccc(O)c(C=Nc2ccc3c(c2)OCO3)c1	-27	2	-28	-43	14	-8	-10	-34	-7	-19	-42
28	O=C(/C=C/c1ccco1)NCCCN1CCOCC1	-7	2	10	-4	10	-3	5	21	0	-6	-1
29	COc1ccc(Cl)cc1-c1cc(C(=O)NCc2cc(C(F)(F)F)cc(C(F)(F)F)c2)[nH]n1	5	-25	4	2	12	.	-3	28	7	13	1
30	CCC1Sc2ccc(S(=O)(=O)CCC(=O)Nc3cccc(Br)c3)cc2NC1=O (stereo not drawn)	11	-2	22	19	9	-5	-9	15	-3	24	26
31	CCOc1cccc(CN2CCC(CCC(=O)NC3CC3)CC2)c1O	7	5	-5	21	2	-3	8	9	-5	12	-13
32	Cc1ccc(C(=O)OCC(=O)c2ccc(CC(=O)N3CCOCC3)s2)cc1C	-2	-1	1	-2	-3	-9	-12	6	-4	-31	42
33	CC[C@]12c3[nH]c4ccc(OC)cc4c3CCN1C(=O)C(CC(=O)NCCCn1ccnc1)C[C@@H]2C(=O)N1CCN(C(=O)C2CC2)CC1 (stereo partly drawn)	3	-10	14	-1	1	-4	7	3	-1	8	-17
34	C=C(C)CN(CC)C(=O)CSc1nc(O)cc(=O)n1C1CCCC1	-3	-2	-8	0	7	-3	3	7	-4	16	-18
35	COc1ccc(Cc2nc(C(=O)Nc3ccccc3)cs2)cc1	-11	-1	-17	14	5	-13	-42	0	2	-55	-23
36	COc1cc(OC)cc(C(=O)NCc2n[nH]c(=S)n2-c2ccccc2)c1	0	-11	-24	0	7	-11	-9	17	-11	9	-13
37	O=C(CN(Cc1ccccc1)C(=O)c1ccc2c(c1)OCCO2)NCc1ccc2c(c1)OCO2	-5	-4	4	2	-7	-8	1	7	-3	16	0
38	O=C(NCc1cc(Br)cc(Br)c1OC(=O)c1ccccc1[N+](=O)[O-])c1ccccc1	9	4	24	55*	1	7	0	34	-7	17	23
39	N#CC1=C2SCN(Cc3ccco3)CN2C(=O)CC1c1cccc2ccccc12 (stereo not drawn)	5	-21	-4	11	-2	4	-11	-7	-13	-1	8
40	FC(F)(F)c1nc(SCc2ccc(Cl)cc2Cl)n[nH]1	-14	-5	-4	-3	-1	-5	-10	-8	-1	7	-1
41	O=C(OCn1nnc2ccccc2c1=O)C1COc2ccccc2O1 (stereo not drawn)	7	9	18	-1	2	-10	4	7	-9	18	-17
42	CCCC(=O)NCCCc1nc2ccccc2n1C(C)C	3	-18	-3	-2	8	-3	1	-10	1	4	15
43	O=C(CSc1nnc(CNC(=O)c2cccc(C(F)(F)F)c2)o1)NCc1ccco1	-1	-8	-17	9	8	-7	7	16	-14	4	-8
44	Cc1nc(-c2ccccc2)nc(Cl)c1Cl	10	-19	17	-14	11	-8	11	7	-6	2	3
45	C=CCn1c(COc2ccccc2)nnc1SCC(=O)Nc1ccc2c(c1)OCCO2	-9	-7	22	-5	5	-3	-2	-1	-1	17	9
46	O=C1/C(=C/c2ccccn2)SC(=S)N1N1CCOCC1	15	16	2	-20	-12	-2	9	-3	4	9	-8
47	CCc1oc2ccccc2c1C(=O)CCN1CCCCC1	-8	2	-1	0	-4	6	-1	-23	1	1	-1
48	COc1ccc(-c2nnn3c2nc(NCc2ccccc2)c2ccccc23)cc1	-6	-10	5	-30	-4	?	-13	4	-10	2	4
49	Cc1cc(C(F)F)n2nc(C(=O)Nc3cc(C)on3)nc2n1	3	-18	-16	-12	10	-1	-29	-24	15	9	-5
50	CCCNC(=O)c1onc(CSc2ccccc2)c1C(=O)NCCC	-1	0	-12	4	-9	-4	-5	-29	2	-2	-6
51	COc1ccc2nc(-c3ccccc3)nc(SC)c2c1	-15	-30	2	-22	14	-20	-36	-66	-7	-28	-25
52	CCOc1ccccc1CN1CCN(CC2CC2)CC1CCO (stereo not drawn)	5	2	6	-9	-1	-7	2	19	6	-12	11
53	O=C(O)CCn1cc(/C=N/O)c(-c2cccc([N+](=O)[O-])c2)n1	-4	13	0	5	-7	2	-2	2	-1	-2	19
54	COc1ccccc1N1CCN(C(=O)c2ccc3[nH]c(C)c(C)c3c2)CC1	15	32	-3	-4	-8	24	12	16	16	21	3
55	COc1ccc(CCNC(=O)CCNS(=O)(=O)c2cccc(Cl)c2)cc1OC	-1	19	-2	-8	-27	-1	2	10	10	1	.
56	Cc1ccc(C)c(N2CCN(C(=O)CN3C(=S)NC(C)(C)CC3C)CC2)c1 (stereo not drawn)	1	0	5	-1	-2	-2	-3	6	-16	15	16
57	Cc1c(NC(=O)c2ccc(CN3CCc4ccccc4C3)cc2)c(=O)n(-c2ccccc2)n1C	-2	13	19	7	-5	9	9	21	11	13	12
58	O=[N+]([O-])c1ccc(C=Nc2ccc(Cl)c([N+](=O)[O-])c2)s1	-42	25	12	4	-8	-49	-27	-1	24	-3	80
59	O=C(NCCS(=O)(=O)c1ccc(Cl)cc1)c1ccc(F)cc1	3	5	13	17	-16	2	16	-10	1	12	-7
60	COc1cc2c(cc1OC)C(C)N(C(=O)c1cc3c(C)cc(C)cc3[nH]1)CC2 (stereo not drawn)	16	10	-10	-8	-21	14	-40	9	30	20	40
61	COc1ccc2cc(CCl)c(Cl)nc2c1	14	12	-9	3	-1	12	-15	-4	-2	3	4
62	Cc1nc([N+](=O)[O-])nn1C12CC3CC(CC(Br)(C3)C1)C2	-12	7	5	-10	12	3	-38	4	-9	-1	9
63	Cc1ccc(N2C(=O)c3ccccc3C2C(=O)c2ccc(C)c(C)c2O)cc1 (stereo not drawn)	-2	1	-28	2	2	-5	-8	-41	1	-11	4

Not all compounds are listed; count on the stated rates, not on these rows.
